All columns: NCI-60 one-dose screen, growth in % after 48 h at 10 µM unless noted; 100 = growth as untreated, 0 = no growth, -100 = all killed.
DU-145: DU-145 prostate cancer; AID 1794760; hit rate 4.2% among 81,000
UO-31: UO-31 renal cancer | hit rate 5.2% among 81,000
786-0: 786-0 renal cancer cells; hit rate 5.1% among 81,000
PC-3: PC-3 prostate cancer cells. hit rate 3.9% among 80,000
SF-295: SF-295 CNS cancer cells; AID 1794758; hit rate 5.6% among 79,000
SN12C: SN12C renal cancer cells. hit rate 3.8% among 81,000. AID 1794767
SF-268: SF-268 CNS cancer cells | hit rate 3.1% among 82,000 | AID 1794759
SF-539: SF-539 CNS cancer; hit rate 6.8% among 81,000; AID 1794752
U251: U251 CNS tumor cells; hit rate 5.4% among 80,000; AID 1794753
An asterisk follows results filed as active; . = no result given; & = joins results of further samples; [ ] = another dose, or the depositor's remark. Rule for the calls: active = growth percent below 10; inactive = the rest.

No.	SMILES	DU-145	UO-31	786-0	PC-3	SF-295	SN12C	SF-268	SF-539	U251
1	CC(=O)Nc1ccc2c(c1)/C(=C/C=C/c1ccc(N(C)C)cc1)c1ccccc1-2	89	89	96	55	83	89	92	87	88
2	OCC(CO)c1cnnc2ccccc12	106	110	99	82	127	84	103	97	109
3	FC(F)(F)c1ccccc1-c1cn2c(ccc3ccccc32)n1	104	61	95	79	62	88	90	79	89
4	Cc1nn(-c2ccc(-c3ccc(OC(F)(F)F)cc3)cc2)c2nc(Cc3ccccc3)nc(N)c12	76	28	5.8*	64	48	63	54	80	21
5	Cc1cc(N(CCCNc2ccnc3cc(Cl)ccc23)Cc2ccc3c(c2)OCO3)nc(N2CCOCC2)n1	38	3.4*	-20*	27	-9.8*	45	37	-73*	5.2*
6	Cc1nccnc1N1CCCCC1	112&112	92&95	98&99	92	113&98	98&104	110&101	93&99	100&94
7	CCOC(=O)C1CN(CC)C(=O)C1=O (stereo unspecified)	109	84	104	93	101	101	102	100	98
8	CN1CCN(c2ccc(Nc3nc(NCCNC(=O)c4ccc(C(F)(F)F)cc4)c4sccc4n3)cc2)CC1	46	4.8*	-57*	41	-63*	74	22	-100*	-18*
9	C=CCNC(=S)/N=C\c1c(C)[nH]n(-c2ccccc2)c1=O	109	81	102	87	104	103	100	107	95
10	CCCCCC/C=C\CCCCCCCCOc1ccccc1CCOP(=O)(O)OCC[N+](C)(C)C	101	91	92	22	94	92	78	95	81
11	CCOC(=O)c1cnc(SCC)[nH]c1=O	115	90	97	.	107	102	110	101	108
12	C#CC1(NC(=S)Nc2ccc(C)cc2)CCCCC1	127	85	101	103	110	88	106	.	106
13	COc1cc(-c2nc(C(=O)NCCCCC(=O)NO)nn2-c2ccc(Cl)cc2)cc(OC)c1OC	112	79	104	94	103	105	101	102	100
14	O=[N+]([O-])c1ccc(N/N=C/c2ccccc2)cc1	92	76	81	87	83	104	86	107	102
15	CSSSC	111	84	100	100	106	98	101	103	101
16	O=C1NC(=S)/C(=C/c2cn(-c3ccccc3)nc2-c2ccccc2)S1	34	17	21	35	17	16	36	22	15
17	CC(C)(C)NC1=C(Cl)C(=O)c2ccccc2C1=O	91	85	116	79	90	94	104	127	89
18	COc1cc(Nc2ncccc2NC(=O)c2cn(Cc3ccc(F)cc3)nn2)cc(OC)c1OC	103	86	105	94	101	94	92	112	103
19	Cc1cc2nnn(Cc3cccc(NC(=O)CCCC(=O)O)c3)c2cc1C	115	88	102	102	103	100	98	100	104
20	CCCc1ccc(-c2cc(/C=N\O)no2)cc1	104	82	94	91	98	98	98	102	91

Next part, starting with the last 3 of the part before.
No.	SMILES	DU-145	UO-31	786-0	PC-3	SF-295	SN12C	SF-268	SF-539	U251
18	COc1cc(Nc2ncccc2NC(=O)c2cn(Cc3ccc(F)cc3)nn2)cc(OC)c1OC	103	86	105	94	101	94	92	112	103
19	Cc1cc2nnn(Cc3cccc(NC(=O)CCCC(=O)O)c3)c2cc1C	115	88	102	102	103	100	98	100	104
20	CCCc1ccc(-c2cc(/C=N\O)no2)cc1	104	82	94	91	98	98	98	102	91
21	CC1=NN(c2nc(-c3ccccc3)c(C#N)c(=O)n2C)C(=O)C1N=Nc1c(C)n(C)n(-c2ccccc2)c1=O (stereo unspecified)	110	88	105	95	117	98	122	100	101
22	COc1cccc2c(=O)c3c(oc12)CCCC3	116	86	111	102	107	104	101	100	108
23	O=C(N=Nc1c(O)[nH]c2ccccc12)c1ccc2nc(-c3ccccc3)[nH]c2c1	108	74	113	101	100	114	100	94	109
24	COc1ccc(Br)cc1C1Nc2ccc3ccccc3c2C2=C1C(=O)CC(c1ccccc1)C2 (stereo unspecified)	95	73	89	85	.	84	88	103	85
25	COC(=O)[C@H](Cc1c[nH]c2ccccc12)NC(=O)[C@H](Cc1ccccc1)NCc1ccco1	108	83	103	89	104	87	103	110	90
26	Cn1c(=O)c(C#N)c(-c2ccccc2)n2c(SCc3ccccc3)nnc12	112	62	80	93	88	93	93	95	66
27	O=C(Nc1nc(-c2ccccc2Cl)cs1)c1cc(-c2ccccc2)nc2ccccc12	98	67	87	69	68	91	80	97	80
28	C/C(Cc1ccc(Cl)cc1)=C(/c1ccc(Cl)cc1)c1ccc(OCCN2CCCCC2)cc1	103	70	94	89	101	88	98	92	89
29	CC/C=C\C[C@H](O)C/C=C1/C(=O)C=C[C@@H]1C/C=C\CCCC(=O)OC(C)C	12	-73*	-51*	-0.4*	-25*	-16*	13	.	-90*
30	O=C(O)CCCn1c(-c2ccc(Cl)cc2)nc(-c2ccccc2)c1-c1ccccc1	103	78	92	81	83	.	98	99	85
31	Oc1[nH]c2ccccc2c1/C=c1/ccc2c(c1)N=C(c1ccc(F)cc1)N=2	91	61	80	54	.	74	95	100	72
32	CCc1nnc(/N=C2\NC(=O)/C(=C/c3cccnc3)S2)s1	99	77	109	97	107	99	95	97	101
33	O=c1nc2s/c(=C\c3ccccc3Cl)c(=O)n2c2nc(-c3ccccc3)c(-c3ccccc3)nc12	103	80	94	96	103	97	100	92	101
34	C=CC[n+]1c(/C=C/C=C2\N(C)c3ccccc3C2(C)C)sc2ccc(OC)cc21	26	14	27	18	-18*	12	33	26	16
35	COc1ccc(-n2c(SCc3n[nH]c(=S)n3C(=O)c3ccc(Br)cc3)nc3ccc(Cl)cc3c2=O)cc1	72	75	92	69	46	75	77	100	41
36	O=C(CC(=O)Nc1ccc(S(=O)(=O)NCCO)cc1)Nc1ccc(S(=O)(=O)NCCO)cc1	112	82	93	85	96	102	92	99	97
37	CCCCCc1cccnc1	123	95	96	103	103	111	112	91	98
38	CCCCOc1nc2ccc(Cl)cc2cc1/C=C/C(=O)/C=C(O)/C=C/c1cc2cc(Cl)ccc2nc1OCCCC	113	96	102	98	111	107	99	110	103
39	CN(CCCCCCCCNc1ccnc2ccccc12)Cc1ccc(-c2ccc(-c3ccc(C#N)cc3)s2)cc1	-67*	-92*	-90*	-64*	-64*	-78*	-77*	-89*	-74*
40	COc1ccc(CC(N)(C(=O)O)c2ccccc2)cc1 (stereo unspecified)	110	88	98	99	102	95	106	97	105
41	CCCCCCCOc1ccc(S(=O)(=O)Nc2cccc(F)c2C(=O)O)cc1	110	93	101	102	102	.	101	105	93
42	NS(=O)(=O)c1ccc(-n2cc(/C=C/C(=O)c3ccccc3Cl)c(-c3ccc(OCc4ccccc4)cc3)n2)cc1	108	84	91	72	83	89	93	97	91
43	CC(=O)Nc1cc(N)ccc1C	.	89	104	94	101	91	105	102	93
44	O=C(NCCCNc1cc(-c2cn(-c3ccccc3)nc2-c2cccc(O)c2)ccn1)c1ccc(F)cc1	48	27	-49*	13	-4.5*	55	31	14	16
45	CC(=O)[C@@]1(O)[C@H](O)C[C@H]2[C@@H]3CCC4=CC(=O)C[C@]4(C)[C@H]3CC[C@@]21C	114	81	99	97	104	91	101	90	100
46	COc1ccc(Cc2sc3nc(=O)c4cn(C)nc4n3c2C)cc1	106	94	99	101	120	107	99	97	105
47	COC(=O)c1nc(-c2ccccc2)oc1S(=O)(=O)n1nc(-c2ccccc2)cc1N	96	66	87	102	97	73	88	81	97
48	CC(=O)Nc1ccc(OC(=O)Oc2ccc(NC(C)=O)cc2)cc1	109	89	98	.	96	94	98	97	98
49	COc1ccc(-c2nc3cccc(O)c3c(=O)n2Cc2ccccc2)cc1COc1ccc(NC(C)=O)cc1	50[3 µM]	74[3 µM]	55[3 µM]	37[3 µM]	24[3 µM]	62[3 µM]	58[3 µM]	40[3 µM]	30[3 µM]
50	CC1=CC(=O)C(C(C)C)=CC1=Nc1cc(Br)c(O)c(Br)c1	3.1*	48	9.7*	.	17	36	27	-34*	5.5*
51	Cc1ccc(S(=O)(=O)OCC(=O)Nc2ccc(C(=O)O)c(O)c2)cc1	100	53	108	91	110	105	97	96	97
52	Cc1c(C(=O)c2ccccc2)oc2c(Br)cc(Br)cc12	104	90	97	102	94	99	109	101	93
53	COc1cc(C(=O)/C=C/c2ccc(Oc3ccc(Br)cc3)cc2)cc(OC)c1OC	103	77	99	95	106	98	98	106	103
54	Cc1cccc2c(C(=O)O)cc(-c3ccc(Cl)cc3)nc12	107	69	94	89	114	93	94	98	97
55	COc1ccc(-c2nnc(CSc3nc(-c4c(Cl)cccc4Cl)c(C#N)c(=O)[nH]3)o2)cc1	105	83	80	67	87	88	98	101	93
56	C[C@]12CC[C@H]3[C@@H](CC[C@H]4C[C@@H](O)CC[C@@]43C)[C@@H]1CC(=O)C2	107	84	107	100	.	101	98	93	98
57	Nc1cc(=O)[nH]c(SCC(=O)Nc2nc(-c3ccc(Cl)cc3)cs2)n1	103	94	102	91	97	100	100	105	98
58	COc1cc2c(cc1OC)C(=O)/C(=C/C=C/c1c(C3CC3)nc3ccccc3c1-c1ccc(F)cc1)C2	105	86	102	90	98	104	96	109	97
59	CCCCCOc1ccc2ccccc2c1	117	85	97	99	98	102	110	103	96
60	CC(C)(C#N)c1cc(C(=O)Nc2cc(Nc3ncccc3-c3ncnc4nc[nH]c34)ccc2F)cc(C(F)(F)F)c1	66	18	64	64	74	55	66	32	60
61	Cc1ccc2c(OCC(=O)N/N=C/c3ccc(N(C)C)cc3)cc(=O)[nH]c2c1	105	94	101	100	105	101	105	100	101
62	O=[N+]([O-])c1ccc(-c2ccc([N+](=O)[O-])cc2)cc1	115	95	102	94	116	103	103	101	91
63	COc1cc(/C=N/NC(=O)CC#N)ccc1O	113	91	95	98	102	.	102	96	106
64	CCOC(=O)n1cc(C2=C(c3cn(C)c4ccccc34)COC2=O)c2ccccc21	-14*	35	27	28	1.6*	24	26	-16*	15
65	CCOC(=O)c1c(NCC(=O)Nc2cccc([N+](=O)[O-])c2)sc(C(C)=O)c1C	-14*	-13*	-15*	-15*	-12*	13	-18*	-29*	-13*
66	C=CC(C)(O)CC/C=C(\CO)C(=O)OCC1OC(OC(=O)[C@]23CCC(C)(C)C[C@H]2C2=CC[C@@H]4[C@@]5(C)CC[C@H](OC6OC(COC7OC(C)C(O)C(O)C7OC7OCC(O)C(O)C7O)C(O)C(O)C6NC(C)=O)C(C)(C)[C@@H]5CC[C@@]4(C)[C@]2(C)C[C@H]3O)C(OC2OCC(O)(CO)C2O)C(O)C1O (stereo partly specified)	114	69	86	88	107	122	110	105	113
67	C[N+]1(CCC2CCCCC2)CCOCC1	103	99	98	94	102	.	97	94	103
68	CC1=C(C)C(=O)C(N2CCCCC2)=CC1=O	105	93	108	76	100	90	105	102	95
69	COc1ccc(Nc2ncccc2NC(=O)c2cn(Cc3cc(OC)c(OC)c(OC)c3)nn2)c(OC)c1	106	88	104	96	98	97	101	104	94
70	O=C1/C(=C\c2cccc3cccnc23)SC(=S)N1CCc1ccc(O)cc1	87	60	87	84	98	88	94	100	97
71	COc1ccc(C2=CC(c3ccc(Oc4ccnc5cc(Cl)ccc45)c(OC)c3)c3c(nc(SC)[nH]c3=O)N2)cc1 (stereo unspecified)	86	79	104	77	82	78	74	98	104
72	Cc1ccc2nc(Sc3ncccc3C(=O)O)n(Cc3ccccc3)c(=O)c2c1	112	79	104	67	86	89	109	106	102
73	Cc1cc(C#Cc2ccc(C(C)(C)C)cc2)ccc1-n1c(/C=C/c2ccc3[nH]ccc3c2)nc2ccccc2c1=O	106	81	103	76	100	.	93	104	89
74	CC(=O)N(Cc1ccccc1)C(CC(=O)NCc1ccccc1)C(=O)O (stereo unspecified)	125	80	103	94	.	101	111	110	104
75	COc1ccc(-n2ncc3c2ccc2cc(S(=O)(=O)c4ccccc4)c(=O)n(C)c23)cc1	78	94	82	87	97	101	69	64	.
76	O/N=C/c1c2ccccc2cc2ccccc12	106	84	105	92	95	99	102	103	93
77	CC(C)(C)COC(=S)S	108	95	94	102	.	105	107	111	.
78	NC(=O)CSc1nnc(CCC(=O)c2nc3ccccc3[nH]2)s1	119	85	106	.	106	96	117	103	107
79	CN1C(=O)N(c2ccccc2)C2N=C(N/N=C/c3ccccc3)SC21 (stereo unspecified)	20	47	34	33	30	39	55	-6.4*	16
80	CCc1ccccc1-n1c(-c2cccs2)cc(-c2ccccc2)c(C#N)c1=O	103	84	112	90	106	106	100	107	109

6 of the compounds above, screen by screen.
#71 COc1ccc(C2=CC(c3ccc(Oc4ccnc5cc(Cl)ccc45)c(OC)c3)c3c(nc(SC)[nH]c3=O)N2)cc1 (stereo unspecified)
#72 Cc1ccc2nc(Sc3ncccc3C(=O)O)n(Cc3ccccc3)c(=O)c2c1
#73 Cc1cc(C#Cc2ccc(C(C)(C)C)cc2)ccc1-n1c(/C=C/c2ccc3[nH]ccc3c2)nc2ccccc2c1=O
#74 CC(=O)N(Cc1ccccc1)C(CC(=O)NCc1ccccc1)C(=O)O (stereo unspecified)
#75 COc1ccc(-n2ncc3c2ccc2cc(S(=O)(=O)c4ccccc4)c(=O)n(C)c23)cc1
#76 O/N=C/c1c2ccccc2cc2ccccc12
Assay by compound	71	72	73	74	75	76
DU-145	86	112	106	125	78	106
UO-31	79	79	81	80	94	84
786-0	104	104	103	103	82	105
PC-3	77	67	76	94	87	92
SF-295	82	86	100	.	97	95
SN12C	78	89	.	101	101	99
SF-268	74	109	93	111	69	102
SF-539	98	106	104	110	64	103
U251	104	102	89	104	.	93

Following part:
No.	SMILES	DU-145	UO-31	786-0	PC-3	SF-295	SN12C	SF-268	SF-539	U251
81	Cc1cc(=O)[nH]c(Nc2nc3ccccc3[nH]2)n1	89	71	102	81	98	96	104	87	83
82	c1ccc2sc(Cc3ccc4c(c3)OCO4)nc2c1	104	70	95	92	112	97	101	103	102
83	O=c1c2ccccc2[nH]c(=S)n1-c1ccc(S(=O)(=O)Nc2ccc(Cl)nn2)cc1	109	83	101	102	100	102	103	98	99
84	CC12CCC3C4(C)COC(c5cccs5)OC4CCC3(C)C1CC(C1=CCOC1=O)O2 (stereo unspecified)	110	81	93	100	99	100	101	96	100

From PubChem
